ARNT TACC3 PPI – disrupts binding between human ARNT and TACC3 | inhibition, % at 9.99 µM | Q9Y6A5 | AID 623870 | AlphaScreen His-ARNT PAS-B/GST-TACC3 binding, luminescence; TACC3 fragment carries E629A point mutation | hit rate 0.66% among 390,000;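 active means mean inhibition of replicates at least 50% and at least half of replicates each reaching 50%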;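 further: 0% = complete ARNT plus TACC3 wells and 100% = ARNT alone without TACC3; many hits fall short of the cut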
An asterisk follows results filed as active. A portion of the library; the hit share may differ from the screen's.

ARNT TACC3 PPI,compound
0.7,CCC(=O)N1CCc2cc(S(=O)(=O)NC(Cc3ccccc3)C(=O)NC3CCCC3)ccc21 (stereo not drawn)
19.9,CCN(CCO)c1nc(SC)nc2c1sc1nc(-c3ccco3)c3c(c12)CCC3
-11.5,CC(C)c1nccn1S(=O)(=O)c1cc(Cl)ccc1Cl
-23.6,O=C(CCNS(=O)(=O)c1ccc2[nH]c(=O)oc2c1)Nc1ccccc1
7.1,Cc1ccc(C(C)C)cc1S(=O)(=O)NCc1cccnc1
-0.6,CC(C)n1cc(/C=C2/SC(=O)N(CC(=O)Nc3ccc4c(c3)OCO4)C2=O)c2ccccc21
-7.0,CN(CC(=O)N1CCN(c2ccccn2)CC1)S(=O)(=O)c1ccccc1
-2.9,CCC(C)NCCOCCSc1ccc(Cl)cc1 (stereo not drawn)
-0.3,COc1ccc(CCNc2c([N+](=O)[O-])c(=O)oc3ccccc23)cc1OC
-4.8,O=C1C2C3C=CC(C3=C(c3ccccc3)c3ccccc3)C2C(=O)N1Cc1ccccc1 (stereo not drawn)

ARNT TACC3 PPI,compound
-18.7,CCCc1nc2c(=O)n(C)c(=O)[nH]c2n1C
-0.4,Cc1ccc(C(=O)CC2(O)C(=O)N(Cc3ccc4c(c3)OCO4)c3ccccc32)cc1 (stereo not drawn)
-5.3,COc1ccccc1N1CCN(C(=O)CCNS(=O)(=O)c2ccc3c(c2)CCC(=O)N3)CC1
-2.3,Cc1ccc(SCC(=O)NCCN2C(=O)CSC2=O)cc1C
-1.3,COC(=O)c1cc(NC(=O)C2COc3ccccc3O2)cc(C(=O)OC)c1 (stereo not drawn)
-4.9,CC(C)c1cc(C(=O)NC2CCCCC2)no1
-0.7,O=C(CN1C2=NCCN2c2ccccc21)c1ccc2c(c1)OCO2
1.9,Cc1cc(OC(C)C(=O)NC2CCN(Cc3ccccc3)CC2)c2c(C)cc(=O)oc2c1 (stereo not drawn)
-5.8,O=C(CN1C(=O)NC(c2ccc(F)cc2)C1=O)NC1CCCCC1 (stereo not drawn)
2.3,O=C(Cn1cccc1C(=O)c1ccccc1)NCc1ccc2c(c1)OCO2

ARNT TACC3 PPI,compound
-4.0,FC(F)(F)COc1nc(OCC(F)(F)F)nc(N2CCN(c3ccccc3)CC2)n1
2.6,Clc1cccc(-c2cc3nc4c(c(N5CCOCC5)n3n2)CCCC4)c1
-7.3,CC(=O)c1c(C)nn(C(=O)N2CCOCC2)c1C
11.7,Cc1cccc(C)c1NC(=S)NNc1ncc(C(F)(F)F)cc1Cl
2.3,Cc1ncsc1C(=O)N1N=C2/C(=C/c3ccc(N4CCOCC4)cc3)CCCC2C1c1ccc(N2CCOCC2)cc1 (stereo not drawn)
-2.9,Cc1ccc(/C(N)=N/OC(=O)COc2ccccc2Cl)cc1
-4.6,O=C(Nc1ccccc1)OCc1cc(-c2ccccc2Cl)on1
-2.2,Cc1ccc(/C=N/NC(=O)c2c[nH]c3ccccc23)s1
-15.4,O=C(CN1C(=O)CCS(=O)(=O)c2ccccc21)NCc1ccc2c(c1)OCO2
1.0,CCOC(=O)c1cc2c(C(F)(F)F)cc(-c3cccnc3)nc2o1

ARNT TACC3 PPI,compound
-0.8,Cc1ccc(S(=O)(=O)NCCCCCC(=O)N(C)C)cc1
-13.3,Cc1cc(NC(=O)c2ccc(S(=O)(=O)N(C)C)cc2)n(-c2ccccn2)n1
-1.7,CC(=O)c1cc2c(cc1NC(=O)CCc1ccccc1)OCO2
20.1,COc1cc(NC(=O)C2CCN(S(=O)(=O)c3cccc4nonc34)CC2)cc(OC)c1
2.9,C/C(=N\NS(=O)(=O)c1ccc(Br)cc1)c1cccs1
0.1,CC(=O)NC(C(=O)NCC(N)=O)C(C)C (stereo not drawn)
5.6,O=C(NCCCn1ccnc1)c1cc(-c2ccc(Cl)cc2)nc2ccccc12
-5.3,O=C(OC1CCN(c2ccc([N+](=O)[O-])cc2)CC1)c1ccccc1
-5.2,COc1cccc(NC(=O)N2CCC(C(N)=O)(N3CCCCC3)CC2)c1
-4.1,Cc1ccc(-n2ncc3c(=O)n(CC(=O)N4CCCCCC4)cnc32)cc1

ARNT TACC3 PPI,compound
-16.1,COc1ccc(OCCNS(=O)(=O)c2ccccc2)cc1
10.4,CCn1c(SCC(=O)Nc2nc(-c3ccccc3)cs2)nnc1-c1ccccc1O
-2.2,Cc1ccc(N=Cc2ccc(O)cc2O)cc1F
4.4,CN(CC(=O)Nc1ccc(S(N)(=O)=O)cc1)c1ccccc1
-9.8,O=C(c1cccs1)N1CCN(Cc2cccnc2)CC1
-4.0,COc1cc(C2C(C#N)=C(C)NC3=C2C(=O)CC(C)(C)C3)ccc1OCCO (stereo not drawn)
-1.5,CCOc1ncccc1C(=O)OCC(=O)Nc1c(C)cccc1C
-8.6,Cc1c(C2N3CC4(C)CN2CC(C)(C3)C4=O)c2ccccc2n1C (stereo not drawn)
3.4,Cc1cc(C)nc(-n2nc(C)cc2NC(=O)CNCc2ccccc2)n1
-0.7,COc1ccccc1N1C(=O)C2CC=CC(C)C2C1=O (stereo not drawn)

ARNT TACC3 PPI,compound
5.9,CCc1nnc(NC(=O)Nc2ccc(OC)cc2)s1
-1.4,CNC(=O)OCc1cccc(COC(=O)NC)n1
-10.0,O=c1[nH]c(SCc2nc3ccccc3n2Cc2ccccc2)nc2ccccc12
-0.7,CC(=O)Nc1nc2ccc(NC(=O)c3ccco3)cc2s1
3.2,CCOC(=O)C(NC(=O)c1ccccc1)(N1CCCC1=O)C(F)(F)F (stereo not drawn)
0.2,CC1CCCC(C)N1C(=O)CN1C(=O)C(C)(C)Oc2ccc(C(=O)NC3CCCCC3)cc21 (stereo not drawn)
0.4,CCC(=O)N(CCCN(C)C)c1nc(-c2cc(OC)ccc2OC)cs1
-6.1,CC(=O)NCCn1c(SCc2ccc(C)cc2)nc2ccccc2c1=O
5.0,Oc1ccccc1C1Nc2cccc3cccc(c23)N1
3.0,O=C(NCCCn1ccnc1)C(=O)NCc1ccc(Cl)cc1

ARNT TACC3 PPI,compound
-3.3,CC(C)CNC(=O)c1cccc(C(=O)NCC(C)C)c1
-11.6,CCC(=O)Nc1sc2c(c1C#N)CCCCC2
1.5,Cc1cc(N2CCN(c3cccc(C)c3C)CC2)nc(-c2ccccc2)n1
-2.8,O=C(O)COc1c(F)c(F)c(C(F)(F)F)c(F)c1F
-0.2,COc1cc(NC(=O)C2CCN(S(=O)(=O)c3cccnc3)CC2)cc(OC)c1OC
-0.2,O=C(CN1CCC(O)(c2ccccc2F)CC1)NCCc1c[nH]c2ccccc12
-2.6,Cc1cc(N2CC(C(=O)O)CC2=O)ccc1Br (stereo not drawn)
-1.7,COc1ccccc1NC(=O)C1=C(C)NC(SCC(=O)c2ccccc2)=C(C#N)C1c1ccco1 (stereo not drawn)
4.2,Cc1cc2nc(C3CCN(CC4COc5ccccc5O4)CC3)[nH]c2cc1C (stereo not drawn)
19.5,Cc1ccc(C)c(Cn2cnc3c(nnn3-c3ccc(F)cc3)c2=O)c1

ARNT TACC3 PPI,compound
1.4,COc1cccc2cc(C(=O)N3CCc4ccccc43)c(=O)oc12
-3.0,CCOC(=O)C1=C(CSc2nc(C)ccc2C#N)OC(N)=C(C#N)C1c1cccc(OC)c1OC (stereo not drawn)
7.4,COc1ccc(NC2CCN(C3CC(=O)N(c4ccc(F)c(Cl)c4)C3=O)CC2)cc1 (stereo not drawn)
1.7,CC(C)COP(=O)(c1ccc(N(C)C)cc1)C(O)c1ccccc1F (stereo not drawn)
-0.1,Cc1c(OCC(=O)OC(C)(C)C)ccc2c3c(c(=O)oc12)CCC3
-13.3,CCOCC(=O)Nc1ccc(S(=O)(=O)N2CCOCC2)cc1
-8.2,Cc1ccc(NC(=O)Cn2nc(C)c3ccccc3c2=O)cc1
-5.5,CC(=O)Nc1nc(=S)ss1
-4.2,O=C1C(C=NCCCN2CCCC2=O)=C(O)c2ccccc21
-1.7,O=C(COc1cccc2ccccc12)NNC(=O)c1cccs1

ARNT TACC3 PPI,compound
-5.5,Cc1ccc(-n2c(=O)[nH]c3c(C(N)=O)nc(CC(C)C)nc32)cc1
-6.6,CCCCC(=O)Nc1nn(C)c2nc3c(C)cccc3cc12
2.0,COC(=O)c1sccc1NC(=O)c1cc(-c2ccc(C)cc2C)nc2ccccc12
26.1,S=C1NNC2(NN1)C1CC3CC(C1)CC2C3
21.6,COC(=O)c1nc2nc(C)cc(=O)n2[nH]1
1.5,CN1CCc2c(n(CC(O)CN3C(=O)c4ccccc4S3(=O)=O)c3ccccc23)C1=O (stereo not drawn)
6.9,CNS(=O)(=O)c1cnccc1N1CCN(c2cccc(Cl)c2)CC1
-1.9,Cc1ccn2c(CN3CCOCC3)c(-c3ccccc3)nc2c1
4.1,COC(=O)Cn1c(CCS(=O)(=O)c2ccc(C)c(C)c2)nc2ccccc21
9.1,CCCn1nnc(NC(=O)c2sc3ccccc3c2Cl)n1

ARNT TACC3 PPI,compound
4.2,CC1=C/C(=N\OS(=O)(=O)c2ccccc2)C=CC1=O
-2.5,C=CCn1c(SCc2c(C)noc2C)nc2sc3c(c2c1=O)CCCC3
-1.6,CCOC(=O)CC(=O)CSc1nc2c(cc1C#N)CCC2
-7.7,O=S1(=O)c2cccc3cccc(c23)N1Cc1ccc(-c2nnco2)cc1
4.5,c1ccc(-n2nnnc2Oc2ccc(-n3ccnc3)cc2)cc1
-2.6,Oc1[nH]c2ccccc2c1C=Nc1ccc2c(c1)OCO2
-19.4,CC1CCC(C(=O)c2c(O)c3ccccc3oc2=O)CC1 (stereo not drawn)
0.6,CCn1c2ccccc2c2nc3ccccc3nc21
-4.2,COC(=O)c1ccccc1NC(=O)CSc1nnc(Cc2ccc(Cl)cc2)o1
0.2,CCOc1ccc2nc(NCCO)[nH]c2c1

ARNT TACC3 PPI,compound
4.2,COC(=O)c1scc(C)c1N/N=C(\C)c1ccc(F)cc1F
5.4,COc1cc2cc(CN(CCN3CCCC3)C(=O)Nc3ccccc3Cl)c(=O)[nH]c2cc1OC
1.6,CC1CCCC(NC(=O)C2CCN(S(=O)(=O)N3CCOCC3)CC2)C1C (stereo not drawn)
-7.0,O=S(=O)(O)c1nc2ccccc2n1Cc1ccc(Cl)cc1
-6.4,COc1ccc(CN2C(=O)c3cccnc3C2Nc2cc(Cl)c(OC)cc2OC)cc1 (stereo not drawn)
31.6,O=c1oc2ccccc2n1CCCCCn1c(=O)oc2ccccc21
-11.8,CCOc1ccc(OCc2cccc(C(=O)N3CCOCC3)c2)cc1
18.0,CCOC(=O)c1ccccc1NC(=O)CN(c1ccccc1C)S(C)(=O)=O
-3.5,CC(CCc1ccccc1)NS(=O)(=O)c1ccccc1 (stereo not drawn)
-0.7,Cc1cc(=O)oc2cc(OCC(=O)Nc3nnc(C(C)C)s3)ccc12

An excerpt from above in order of molar mass, lowest first:
ARNT TACC3 PPI,compound
-7.0,O=S(=O)(O)c1nc2ccccc2n1Cc1ccc(Cl)cc1
1.6,CC1CCCC(NC(=O)C2CCN(S(=O)(=O)N3CCOCC3)CC2)C1C (stereo not drawn)
18.0,CCOC(=O)c1ccccc1NC(=O)CN(c1ccccc1C)S(C)(=O)=O
5.4,COc1cc2cc(CN(CCN3CCCC3)C(=O)Nc3ccccc3Cl)c(=O)[nH]c2cc1OC

New compounds follow
ARNT TACC3 PPI,compound
2.1,Cc1ccc(NC(=O)CCn2cccc2)cc1Cl
-7.6,Cn1nnnc1SCc1cn2cccnc2n1
16.3,O=C1CC(SCc2nc3ccccc3[nH]2)C(=O)N1c1ccc(F)c(Cl)c1 (stereo not drawn)
-4.7,COC(=O)c1c(C)oc2ccc(OC(=O)c3cccs3)cc12
-6.2,COC(=O)CSc1nsc(SCC(=O)OC)c1C#N
4.7,CN1C(=O)OC2(C)CCc3ccccc3C12C (stereo not drawn)
-7.7,CCn1cc(NC(=O)Nc2ccccc2C(=O)OC)c(C(N)=O)n1
-8.3,Cc1ccc(-c2nc(N)n(C(=O)Cc3ccccc3)n2)cc1
12.7,Cc1cc(C)c(C)c(OCC(=O)NCCN(C)C)c1
-6.4,COC(=O)C1C(=O)N2CCCSC2=C(C#N)C1c1cccs1 (stereo not drawn)

ARNT TACC3 PPI,compound
-1.5,CCCN(CCC)CCNC(=O)CS(=O)Cc1nc(-c2ccc(C)cc2)oc1C (stereo not drawn)
1.0,Cc1cc(NC(=O)c2noc3c2CCCC3)no1
-6.4,CCNC(=O)c1cc2c(=O)n3cccc(C)c3nc2n(Cc2ccc(C)cc2)c1=N
-11.9,C=Cn1nc(C)c2ccccc2c1=O
-7.5,C=CCNc1nc(C)c(C(C)=O)cc1C#N
6.4,O=C1c2cccc(Cl)c2C(=O)c2c1cccc2N1CCCC1
0.0,CCc1ccc(CCC(=O)Nc2ccc(C)c(C)c2)o1
-3.1,Cc1cc(OCCNCCO)cc(C)c1Cl
-2.9,CCOC(=O)c1c(C)[nH]c(C(=O)OC)c1CCC(=O)OC
-1.6,C=CCn1c(SCc2ccccc2)nnc1-c1cccnc1

5 entries from above, in markdown:
| compound | ARNT TACC3 PPI |
| --- | --- |
| C=CCn1c(SCc2ccccc2)nnc1-c1cccnc1 | -1.6 |
| CCOC(=O)c1c(C)[nH]c(C(=O)OC)c1CCC(=O)OC | -2.9 |
| CCc1ccc(CCC(=O)Nc2ccc(C)c(C)c2)o1 | 0.0 |
| CCNC(=O)c1cc2c(=O)n3cccc(C)c3nc2n(Cc2ccc(C)cc2)c1=N | -6.4 |
| CCCN(CCC)CCNC(=O)CS(=O)Cc1nc(-c2ccc(C)cc2)oc1C (stereo not drawn) | -1.5 |

The results go on.
ARNT TACC3 PPI,compound
1.9,O=C(Nc1sc2c(c1C(=O)O)CCC2)c1cccs1
4.8,CCOC(=O)c1c(NC(=O)Cn2cc([N+](=O)[O-])cn2)sc2c1CCC2
-7.1,Cc1ccc(C(=O)ONc2ccc(N=O)cc2)cc1
1.1,Cc1ccc(Cc2c(C)nc3nc(SCC(=O)NCc4ccco4)nn3c2C)cc1
-3.9,Cc1ccc(C(C)C)c(OCCNS(C)(=O)=O)c1
-0.6,O=C(Nc1ccccc1)N1CCN(c2ccc(F)cc2)CC1
-1.3,CC(C)OCCCN1CN(S(=O)(=O)c2cccc(Cl)c2)c2nc3ccccc3nc21
0.9,c1ccc(-n2c(Cc3cccnc3)nc3cnccc32)cc1
-7.4,CC1CCN(C(=O)/C(=C/c2ccccc2Cl)c2ccccc2)CC1

Compound activity from PubChem.
